Screening results as filed in PubChem.
yeast mec2-1 = NCI yeast anticancer drug screen, S. cerevisiae mec2-1 strain; % growth inhibition at 50 µM; 9% of 79,000 active;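 further: 0% = growth of vehicle-only cultures of the same strain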
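mec2-1 yeast strain, carrying an alteration in DNA damage repair or cell cycle control, was exposed to compounds; growth inhibition was measured relative to vehicle-treated controls.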
yeast bub3 = NCI yeast anticancer drug screen, S. cerevisiae bub3 mutant strain. growth inhibition, % at 50 µM. AID 167, 2004. 9.9% of 78,000 active;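 further: 0% = growth of vehicle-only cultures of the same strain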
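Yeast carrying a defined mutation is treated with each compound, and growth is compared with that of vehicle-exposed cells to give inhibition.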
sgs1 mgt1 = NCI yeast anticancer drug screen, S. cerevisiae sgs1 mgt1 strain; 10% of 78,000 active; AID 161, 2004; growth inhibition, % at 50 µM;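 further: 0% = growth of vehicle-only cultures of the same strain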
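Read-out: growth inhibition vs vehicle controls. Cells: mutant yeast strain deficient in DNA damage repair.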
yeast cln2 rad14 = NCI yeast anticancer drug screen, S. cerevisiae cln2 rad14 strain | AID 165, 2004 | 8.3% of 78,000 active | growth inhibition, % at 50 µM;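 further: 0% = growth of vehicle-only cultures of the same strain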
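The screen exposed genetically defined yeast (cln2 rad14) to test compounds and scored growth inhibition relative to vehicle-treated controls.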
rad50 = NCI yeast anticancer drug screen, S. cerevisiae rad50 strain. growth inhibition, % at 50 µM. 10% of 79,000 active;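 further: 0% = growth of vehicle-only cultures of the same strain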
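Vehicle-treated cultures provide the reference for the growth inhibition reported for compound-exposed, repair-deficient yeast.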
mlh1 rad18 = NCI yeast anticancer drug screen, S. cerevisiae mlh1 rad18 strain | % growth inhibition at 50 µM | 11% of 79,000 active;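 further: 0% = growth of vehicle-only cultures of the same strain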
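Read-out is yeast growth inhibition, calculated against vehicle-only controls. The compound was applied to a strain engineered with DNA damage repair alterations.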
The depositor's hits bear a star; · = no result given; & = joins results of further samples. No stated cut-off is given here; in the data, active means growth inhibition above about 70%; inactive means the rest. The list is partial, so the mix of outcomes need not match the whole.

SMILES | yeast mec2-1 | yeast bub3 | sgs1 mgt1 | yeast cln2 rad14 | rad50 | mlh1 rad18
COc1ccc([N+](=O)[O-])cc1CNCCCl | 25 | 20 | 37 | -15 | -3 | 19
CCOC(=O)/C(=C\c1ccc(OC)cc1)[Se]c1ccccc1 | -11 | 45 | 40 | 14 | 50 | 60
CN(C)C(=S)Oc1ccc(S(=O)(=O)F)cc1 | 17 | 9 | 15 | 23 | 34 | 21
N#CC(C#N)=Cc1ccc(Cl)o1 | 50 | 45 | 62 | 42 | 60 | 83*
COC(=O)C(C)(C)C(OP(=O)(OC)OC)=C(C)C | 6 | 2 | 2 | 3 | -1 | 5
OCCN=Cc1ccccc1O.OCCN=Cc1ccccc1O.[Ni] | 7 | 13 | 18 | -26 | 32 | 18
OC1NC2CC3NC(O)C(O)NC3CC2NC1O (stereo unspecified) | -4 | 16 | 13 | 23 | -17 | 11
O=C1C=CC(=O)N1c1ccccc1Cl (tested in a mixture with another compound) | 4 | 21 | 20 | 4 | 20 | 7
COP(=O)(Cc1ccccc1)OC | 5 | 2 | -1 | -43 | -1 | -12
O=C(O)c1ccccc1S | -15&-8 | 5&-2 | -8&10 | -22&19 | 0&7 | 12&3
C/C(=N\N)C(CN1CCCCC1)C(c1ccccc1)c1c(O)c2ccccc2oc1=O (stereo unspecified) | 64 | 76* | 82* | 74* | 80* | 80*
COc1cc2c(cc1OC)[Se](Br)(Br)c1cc(OC)c(OC)cc1[Se]2 | 9 | 19 | 0 | 17 | -4 | 26
O=C([CH-]C(=O)c1ccccc1)c1ccccc1.O=C([CH-]C(=O)c1ccccc1)c1ccccc1.[Nd+3].[OH-].[OH3+] | 94* | 92* | 94* | · | 92* | 90*
Cc1c2ccncc2c(C)c2c1[nH]c1ccccc12 | 89* | 90* | 91* | 85* | 91* | 91*
O=[P+](O)c1cccnc1 | -8 | 17 | 14 | 17 | 7 | 14
CC1(Cl)CC2C(CC1Sc1nnnn1-c1ccccc1)C2(C)C (stereo unspecified) | -35 | -18 | -7 | -21 | -7 | -7
NCCc1cc(O)c(O)c(O)c1 | 12 | 17 | 23 | 15 | 14 | -46
O=C/C=C/c1ccco1 | -14 | -8 | -15 | 14 | 17 | 32
COC1CC2C=C(C)/C=C/C=C/C(=O)NC(c3ccccc3)C/C=C/CCC(O)CC(=O)C2=C1O (stereo unspecified) | 93* | 89* | 92* | 91* | 92* | 92*
CCCC(C)C1(CC)C(=O)N(CCCl)C(=O)N(CCCl)C1=O (stereo unspecified) | 36 | 29 | 63 | -1 | 50 | 53
COC(=O)C1=NNC2(c3ccccc3Sc3ccccc32)C1C(=O)OC (stereo unspecified) | -8 | -19 | -12 | 26 | -9 | -12
CC(C)(C)C1COP(=O)(Oc2ccccc2)OC1 (stereo unspecified) | 8 | 19 | -4 | -14 | 2 | 4
COc1cccc2c1C(=O)c1c(O)c3c(c(O)c1C2=O)C[C@@](O)(C(C)=O)C[C@@H]3OC1CC(N)C(OC2CC(O)C(O)C(C)O2)C(C)O1 (stereo partly specified) | 49 | 42 | 40 | 58 | 77* | 51
O=C(CCl)Nc1nc(=O)[nH]s1 | 14 | -10 | -6 | -35 | -8 | 0
NC(Cc1ccccc1Cl)C(=O)O (stereo unspecified) | -6 | -20 | 16 | -34 | -6 | -12
OCC(S)CS.[Sb] (stereo unspecified) | 19 | 44 | 30 | 41 | 21 | 42
CN(C)c1ccc(C=O)cc1 | -18 | 4 | 12 | 6 | 19 | 7
CCCCNC(c1ccc(OC)cc1)C(O)c1ccc(OC)cc1 (stereo unspecified) | -17 | 7 | -3 | -26 | 2 | -14
C[C@H]1CC(=O)C[C@@H]2CC[C@@H]3[C@H](CC[C@]4(C)C(OC(=O)c5cccc6c(=O)c7ccccc7[nH]c56)CC[C@@H]34)[C@]21C (stereo partly specified) | 22 | 5 | 46 | 42 | 42 | 41
CS(=O)(=O)OC1CN2CCC1CC2 (stereo unspecified) | -17 | -57 | -24 | 1 | -4 | 2
COc1ccc(C(=O)c2c(C(C(=O)c3ccc(OC)cc3)C(=O)c3ccc(OC)cc3)n(C(=O)c3ccc(OC)cc3)c3ccccc23)cc1 | -10 | 12 | -6 | 15 | 13 | 13
O=S(OO)c1cc(Cl)c(O)c(Cl)c1 (stereo unspecified) | -24 | -11 | -2 | 8 | 4 | 3
CC(C)CCON=C(N)N | -2 | -6 | -14 | -40 | -24 | 3
N=C(N)c1nn[nH]n1 | -5 | -7 | -20 | 2 | -19 | -27
COP(=O)(OC)C1(c2ccccc2)C2C3CCC(C3)C21 (stereo unspecified) | 22 | 15 | 3 | -7 | 2 | 18
NC(=O)NC(O)C(Cl)(Cl)Cl (stereo unspecified) | -34 | -33 | -25 | -42 | -12 | -29
C/C(=N\NS(=O)(=O)c1ccc(C)cc1)C(CN(C)C)C(c1ccccc1)c1c(O)c2ccccc2oc1=O (stereo unspecified) | 42 | 55 | 65 | 53 | 60 | 52
CCOC(OC1=CCCC1)C(C)[Se]c1ccccc1 (stereo unspecified) | -4 | 0 | 26 | 24 | 43 | 21
O=[N+]([O-])c1ccc([N+](=O)[O-])c2ccccc12 | 62 | 86* | 91* | 68 | 86* | 23
COC(=O)C(O)(c1ccccc1)C1CCCC1 (stereo unspecified) | -10 | 10 | -11 | 12 | 21 | -10
COc1ccc(Cc2nccc3cc(OC)c(OC)cc23)cc1OC | -28&-19 | -8&-12 | 11&-7 | -12&-3 | -16&-4 | -29&-21
CC(=O)Nc1nc2c(ncn2C2OCC(OC(C)=O)C(OC(C)=O)C2OC(C)=O)c(=O)[nH]1 (stereo unspecified) (tested in a mixture with another compound) | -4 | 6 | 3 | -7 | 4 | 7
O=[As](O)(O)CC(Br)CBr (stereo unspecified) | 12 | 41 | 6 | -7 | 6 | -3
C[n+]1ccccc1-c1ccc[n+](CCCC[n+]2cccc(-c3cccc[n+]3C)c2)c1 | -2 | -9 | -8 | -26 | -8 | 20
CCCN(CCC)CCc1ccc(OC2=CCN(C)CC2)cc1 | -22 | -16 | 9 | 17 | -23 | -55
[N-]=[N+]=CC(=O)OC(CCl)CCl | 4 | 1 | -3 | -3 | 4 | 33
CCC1(O)CC(OC2CC(N(C)C)C(OC3CC(O)C(OC4CCC(=O)C(C)O4)C(C)O3)C(C)O2)c2c(cc3c(c2O)C(=O)c2c(O)ccc(O)c2C3=O)C1C(=O)OC (stereo unspecified) | 91* | 90* | 91* | 88* | 89* | 89*
C[C@]12CCC3[C@@H](C[C@H]4OC(=O)[C@@]35CCC(=O)C=C45)C1CCC2=O (stereo partly specified) | -7 | -3 | 4 | 11 | -29 | 15
CN(C)CCOC(=O)CCOCCN1CC1 | -17 | 0 | 7 | 1 | -4 | 2
O=c1oc2ccccc2c(O)c1C(c1ccc([N+](=O)[O-])cc1)c1c(O)c2ccccc2oc1=O | 8 | 12 | 25 | 7 | 15 | 4
Nc1ccc(Cl)c(Cl)c1 | -11 | -5 | 19 | -6 | -2 | 5
C[Si]1(C)CCCCC2(C1)C(=O)NC(=O)NC2=O | 3 | 11 | 51 | 16 | 16 | 8
Cn1c(=O)c2[nH]cnc2n(C)c1=O.[CH2-]C(Cc1cccc2cc(C(=O)O)c(=O)oc12)OC.[Hg+2].[OH-] (stereo unspecified) | 97* | 97* | 94* | 93* | 46 | 98*
CNC(=O)O/N=C/C(C)(C)SC | -19 | 3 | -24 | -46 | -6 | -7
NNP(=O)(NN)C(Cl)(Cl)Cl | 6 | 2 | 13 | 0 | 9 | 8
COc1ccc2c(c1)C1OCCNC1CC2 (stereo unspecified) | -36 | 0 | -14 | 0 | -14 | -4
N#CC1C(=O)c2ccccc2C1=O | 4 | 13 | 2 | -3 | -1 | -2
CCCCOP(=O)(/C=C/c1ccccc1)OCCCC | 78* | 74* | 80* | 25 | 86* | 81*
CC(=O)OC1CC2(O)C3CCC4CC(O)CCC4(C)C3CCC2(C)C1C1=CC(=O)OC1 (stereo unspecified) | -20 | -32 | -10 | -6 | -11 | -2
C=COC(N)=O | -3 | 0 | 5 | -1 | 1 | -8

As a short view, some entries already given.
SMILES | yeast mec2-1 | yeast bub3 | sgs1 mgt1 | yeast cln2 rad14 | rad50 | mlh1 rad18
N#CC1C(=O)c2ccccc2C1=O | 4 | 13 | 2 | -3 | -1 | -2
CCCCOP(=O)(/C=C/c1ccccc1)OCCCC | 78* | 74* | 80* | 25 | 86* | 81*
CC(=O)OC1CC2(O)C3CCC4CC(O)CCC4(C)C3CCC2(C)C1C1=CC(=O)OC1 (stereo unspecified) | -20 | -32 | -10 | -6 | -11 | -2
C=COC(N)=O | -3 | 0 | 5 | -1 | 1 | -8

(more compounds)
SMILES | yeast mec2-1 | yeast bub3 | sgs1 mgt1 | yeast cln2 rad14 | rad50 | mlh1 rad18
Oc1ccccc1C=NCCN=Cc1ccccc1O | -12 | -9 | -1 | -41 | -15 | 32
CNC(=O)Oc1cc(C)cc(C(C)C)c1 | 0 | 1 | 2 | 9 | 14 | 6
CC(NC1=NCCO1)c1cccc([N+](=O)[O-])c1 (stereo unspecified) | -14 | 6 | -18 | 19 | 4 | 22
CCc1ccccc1C(C(=O)NC1CN2CCC1CC2)c1ccsc1 (stereo unspecified) | -29 | 8 | -43 | -21 | -10 | -23
O=C1C2CCC(C2)[CH]1[Hg][Cl] (stereo unspecified) | 100* | 99* | 100* | 99* | 99* | 99*
CC(C)(C)CC(=O)CBr | 4 | 17 | -7 | -32 | 34 | 15
O=C1NC(=O)C(C(=O)C(=O)Nc2cc(Cl)ccc2Cl)C(=O)N1 | -25 | -22 | -21 | 5 | -7 | -12
C=CCNC(=S)/N=C/c1c(O)[nH]c(=O)[nH]c1=O | -50 | -16 | -45 | -47 | -65 | -44
C/C=C/C(=O)[O-].C/C=C/C(=O)[O-].N.N.N.N.[Co+3].[O-][Cl+3]([O-])([O-])[O-] | -3 | 7 | -7 | 25 | 0 | -4
CCCCCCNP(=O)(OCC)OCC | -37 | -42 | 5 | 7 | -6 | 12
O=C(O)CP(=O)(c1ccccc1)c1ccccc1.O=C(O)CP(=O)(c1ccccc1)c1ccccc1.[Cd] | 43 | 27 | 56 | 59 | 83* | 58
Cc1cc(N(CCCl)CCCl)ccc1C=Nc1ccc(-c2csc(Cc3ccccc3)n2)c(Cl)c1 | 95* | 89* | 94* | 91* | 93* | 94*
CC(O)C(=O)O.CC(O)C(=O)O.[Ni] (stereo unspecified) | 19 | 18 | 1 | 74* | 4 | 19
COC(=O)/C=C/[C@H]1[C@H](C)N1S(=O)(=O)c1ccc(C)cc1 (stereo partly specified) | 20 | -23 | 15 | 4 | 9 | -7
COc1ccc2c(C3(O)CCNCC3)c[nH]c2c1 | -1 | -4 | -4 | 3 | 0 | 4

Limited to yeast cln2 rad14 and yeast mec2-1, for some of the entries so far:
mol	yeast cln2 rad14	yeast mec2-1
CC(O)C(=O)O.CC(O)C(=O)O.[Ni] (stereo unspecified)	74*	19
COC(=O)/C=C/[C@H]1[C@H](C)N1S(=O)(=O)c1ccc(C)cc1 (stereo partly specified)	4	20

The results go on:
SMILES | yeast mec2-1 | yeast bub3 | sgs1 mgt1 | yeast cln2 rad14 | rad50 | mlh1 rad18
Nc1ccccc1Nc1ccccc1C(=O)[O-].Nc1ccccc1Nc1ccccc1C(=O)[O-].[Cu+2] | 8 | -12 | -20 | -3 | -4 | 8
C[CH2][Sn]1([CH2]C)[O]OC(c2ccccc2)[O]1 (stereo unspecified) | 3 | 14 | 19 | -4 | 6 | 20
O=C(O)c1ccc([Se][Se]c2ccc(C(=O)O)cc2)cc1 | 93* | 91* | 93* | 91* | 90* | 91*
CCOP(=O)(OCC)/C(C#N)=C/c1ccc(Br)cc1 | 94* | 92* | 93* | 92* | 92* | 92*
COC1OC(OC)[CH]([Hg][Cl])C1OC (stereo unspecified) | 100* | 99* | 99* | 98* | 99* | 99*
Cc1cc2[nH]c3c(C#N)c(OC(=O)N(C)C)c(C)c(=O)n3c2cc1C | 22 | 28 | 32 | 17 | 37 | 39
Cn1c(N)nc(N)nc1=N | 4 | -8 | 3 | -46 | -5 | 9
Cc1cc(C(C)(C)c2ccc(O)c(C)c2)ccc1O | 99* | 99* | 100* | 98* | 99* | 99*
Nc1nn[nH]n1 | 2 | 0 | 2 | -26 | -12 | -16
O=S(=O)(O)c1ccc(-c2ccc([As](=O)(O)O)cc2)cc1 | 11&-42 | 13&4 | 21&-3 | -3&-7 | 38&-16 | 39&-30
CCN(CC)CCNC(=O)C(O)(c1ccccc1)c1ccccc1 | -16 | -6 | -8 | -7 | -27 | 4

Entries of single compounds from above:
`C=CCNC(=S)/N=C/c1c(O)[nH]c(=O)[nH]c1=O` as listed: yeast mec2-1 = -50; yeast bub3 = -16; sgs1 mgt1 = -45; yeast cln2 rad14 = -47; rad50 = -65; mlh1 rad18 = -44
`NC(Cc1ccccc1Cl)C(=O)O` (stereo unspecified) as listed: yeast mec2-1 = -6; yeast bub3 = -20; sgs1 mgt1 = 16; yeast cln2 rad14 = -34; rad50 = -6; mlh1 rad18 = -12
